TbMetRS inhib = Trypanosoma brucei MetRS inhibition | inhibition, % at 11.9 µM | AID 624268 | 0.4% of 360,000 active | purified T. brucei MetRS, ATP depletion, Kinase-Glo luminescence;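 active means inhibition above a per-plate cutoff of the control wells' mean inhibition plus 3 SD, cut at about 5.5% in these data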;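 further: 0% = DMSO wells median and 100% = median of wells with control inhibitor compound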
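Dosing: 11.9 µM single point; system: parasite MetRS enzyme; technique: luminescence of leftover ATP; times: 15 min enzyme-compound preincubation, 2 h reaction, 10 min detection, 25 °C; replicates: each compound tested once; read-out basis: percent inhibition relative to median high and low control wells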
MsrA act = activates bovine MsrA enzyme. purified bovine MsrA, absorbance read-out. activation, % at 10.6 µM. 0.3% of 360,000 active; in the data active means activation above about 7.5%;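 further: 0% = vehicle and 100% = reference activator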
SUMO1 PPI mod = modulators of human SUMO1-mediated protein-protein interactions | SUMO1 binding to a labelled peptide, TR-FRET, 1 h | 0.33% of 360,000 active | inhibition, % at 20 µM | P63165; in the data active means inhibition above about 37%
LMPTP inh = blocks human LMPTP phosphatase. P24666. recombinant LMPTP-A, OMFP fluorogenic substrate, fluorescence intensity. inhibition, % at 20 µM. 0.22% of 360,000 active. AID 651560;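 active means compounds that cut the enzyme signal by at least half of the control window in the single-dose screen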;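 further: plate controls were DMSO wells with enzyme plus substrate for no effect and substrate without enzyme for full effect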
Target sequence (P24666 whole entry, looked up): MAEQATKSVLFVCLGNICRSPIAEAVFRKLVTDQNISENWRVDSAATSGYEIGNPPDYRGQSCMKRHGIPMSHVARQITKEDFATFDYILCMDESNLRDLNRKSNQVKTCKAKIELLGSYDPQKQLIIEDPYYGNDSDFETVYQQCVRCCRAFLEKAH
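Test system – LMPTP-A phosphatase enzyme · Quantity – 0.625 nM LMPTP-A final · Reagent – OMFP substrate, 400 µM final · Dosing – one test concentration per compound, 20 µM, with 3% DMSO overall · Timing – 50 min enzyme reaction at room temperature, protected from light · Detection – fluorescence intensity · Controls – substrate-only low control, DMSO enzyme-plus-substrate high control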
Scp-1 inhibitor = inhibitors of human Scp-1 phosphatase. Q9GZU7. Recombinant Scp1, phosphopeptide, malachite green phosphate absorbance. inhibition, % at 20 µM. 0.88% of 340,000 active. AID 493091;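 active means inhibition above about 50% at 20 µM, limit read from the data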;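 further: plate controls were DMSO wells with enzyme for no effect and wells lacking enzyme for full effect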
Target sequence (Q9GZU7 76-261 limits assumed): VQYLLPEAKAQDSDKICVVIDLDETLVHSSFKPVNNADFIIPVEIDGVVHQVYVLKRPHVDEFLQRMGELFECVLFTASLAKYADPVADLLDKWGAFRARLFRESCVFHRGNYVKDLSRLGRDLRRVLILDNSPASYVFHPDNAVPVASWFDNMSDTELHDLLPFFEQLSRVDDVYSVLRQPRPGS
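Test system: SCP-1 catalytic domain; Buffer or medium: Acidic Tris acetate buffer with magnesium and detergent; Also added: Phosphorylated 17-residue peptide substrate; Compound: single 20 µM dose, 1% DMSO; Schedule: enzyme reaction 45 min at room temperature, colour 5 min, stabilisation 30 min; Signal: Phosphate-binding colour reagent, absorbance read at 630 nm.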
MsrA inhibitor = inhibits bovine methionine sulfoxide reductase A; purified bovine MsrA, absorbance read-out; inhibition, % at 15.5 µM; 0.75% of 360,000 active; in the data active means inhibition above about 4.5%;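 further: 0% = vehicle wells with enzyme and 100% = reference inhibitor wells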
CendR NRP1 mod = alters CendR peptide binding to human NRP-1; inhibition, % at 25 µM; FAM-RPARPAR peptide binding to NRP-1, fluorescence polarization; O14786; 0.85% of 360,000 active;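 active means inhibition or corrected inhibition above about 18%, plus a signal ratio from 0.5 to 1.5, limit read from the data, passing the limit was not always enough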; further: strong numbers were not always called active
eLon inh = E. coli protease La inhibition; P0A9M0; purified E. coli Lon protease, fluorescence polarization; inhibition, % at 7.94 µM; 0.42% of 360,000 active; AID 602123; in the data active means inhibition above about 13%, passing the limit was not always enough;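 further: 0% = enzyme with probe and DMSO and 100% = no enzyme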
STEP inh = STEP (human) phosphatase inhibition; P54829; recombinant STEP, OMFP fluorogenic substrate, fluorescence; inhibition, % at 20 µM; 0.25% of 360,000 active; AID 588621;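 active means inhibition at 20 µM, scaled per plate between control wells, above about 37%, limit read from the data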;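 further: 0% = DMSO with enzyme and substrate and 100% = substrate only without enzyme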
Target sequence (P54829 whole entry, looked up): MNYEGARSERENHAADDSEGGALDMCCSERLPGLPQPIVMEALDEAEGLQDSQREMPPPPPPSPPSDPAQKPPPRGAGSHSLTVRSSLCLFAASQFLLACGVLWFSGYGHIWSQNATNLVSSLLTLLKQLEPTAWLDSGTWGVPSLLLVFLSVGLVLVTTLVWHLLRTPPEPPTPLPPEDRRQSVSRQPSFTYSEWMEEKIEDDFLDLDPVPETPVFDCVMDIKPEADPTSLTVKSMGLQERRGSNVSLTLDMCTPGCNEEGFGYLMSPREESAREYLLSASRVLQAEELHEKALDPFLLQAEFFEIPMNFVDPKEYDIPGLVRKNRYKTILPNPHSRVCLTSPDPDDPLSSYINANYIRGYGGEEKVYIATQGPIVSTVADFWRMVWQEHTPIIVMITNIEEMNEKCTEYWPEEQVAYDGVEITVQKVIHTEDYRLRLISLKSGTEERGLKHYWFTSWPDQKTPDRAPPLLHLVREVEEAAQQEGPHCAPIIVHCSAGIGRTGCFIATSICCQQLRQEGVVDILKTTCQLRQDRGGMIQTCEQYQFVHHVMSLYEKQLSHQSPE
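Assay system: isolated STEP enzyme / Timing: 20 min at room temperature, dark / Doses: 20 µM, 1% DMSO / Technique: fluorescence intensity, excitation 480 nm, emission 540 nm / Reagent: fluorogenic phosphatase substrate OMFP at 25 µM final / Measure: percent inhibition scaled to no-enzyme and uninhibited-enzyme controls, plate-pattern corrected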
DNMT1 block = inhibitors of human DNMT1; AID 588458; P26358; inhibition (reported as % activation of signal), % at 10 µM; DNMT1 molecular beacon, Hinp1I cleavage, fluorescence; 0.83% of 360,000 active; in the data active means inhibition above about 50%
Numbers without * were called inactive; . = no result given.

#	Structure	TbMetRS inhib	MsrA act	SUMO1 PPI mod	LMPTP inh	Scp-1 inhibitor
1	CSC1=NSC2=NC(=O)/C(=C\c3cccs3)C(=N)N12	-0.5	-4	-11	-0.1	-9
2	COc1cccc(CNc2nc3cc(-c4ccccc4CO)sc3c(=O)n2C)c1	-0.1	-7	-6	1.6	.
3	COc1ccc(CNC(=O)COC(=O)CN2C(=O)NC3(CCCC3)C2=O)cc1	0.1	2	3	-0.7	-7
4	CCCCNC(=O)CSc1nc2ccc(Nc3nc(N4CCOCC4)nc(N4CCOCC4)n3)cc2s1	0.2	-4	4	-0.2	17
5	CCOC(=O)c1c(/N=C/c2cc(C)ccc2O)sc2c1CCN(C)C2	-0.1	2	0	-0.1	-2
6	CCC(CC)CN1C(Nc2ccccc2)=NC[C@@H]1C	0.3	-2	6	-0.5	-3
7	CCCCCCc1nc2nc(Cl)c(Cl)nc2[nH]1	-0.1	-2	5	-1.4	.
8	Cn1cccc1C(=O)NCCc1ccc(Cl)cc1	-0.3	-1	-2	-0.8	-2
9	CN(C)CCCOc1ccc(Cl)cc1Br	5.9*	-1	1	-0.1	-4
10	COc1ccnc(CN(C)C(=O)C2CCC(=O)N(CCN(C)C)C2)c1 (centres undefined)	0.7	-2	-4	-4.9	-7
11	CSc1ncccc1C(=O)N1CCCC(Nc2ccc(C)c(C)c2)C1 (centres undefined)	-0.3	-7	5	0.1	2
12	O=C(CNC(=O)c1ccc(Cl)cc1Cl)NCCCn1ccnc1	0.1	1	-2	-3.2	-8
13	C=CCn1c(CCNC(=O)c2ccccc2F)nnc1SCC(=O)Nc1ccccc1F	-0.8	-7	0	-0.8	-4
14	CCN(CC)CCN1C(=O)c2oc3ccccc3c(=O)c2C1c1ccc(C)cc1 (centres undefined)	-1.2	-6	-4	-4.8	0
15	COc1cc(NC2=CC(=O)CC(C)(C)C2)cc(OC)c1	-0.3	-4	1	1.1	-6

#	MsrA inhibitor	CendR NRP1 mod	eLon inh	STEP inh	DNMT1 block
1	-1.2	-13	-23	2	2
2	-0.1	1	-3	0	-7
3	-0.4	-5	-14	-4	-2
4	-0.5	-1	-2	0	-6
5	-0.7	-18	-7	0	-3
6	-0.9	-4	5	0	2
7	-0.4	6	5	-1	6
8	0.9	10	-5	0	-4
9	0.5	1	1	-2	-4
10	0.2	0	-3	3	1
11	-0.5	2	0	-2	-1
12	-0.3	4	-2	-1	1
13	0.0	7	-1	-2	3
14	0.0	4	5	0	3
15	1.2	-6	-4	-2	2

The list goes on; the last 2 above are carried over.
#	Structure	TbMetRS inhib	MsrA act	SUMO1 PPI mod	LMPTP inh	Scp-1 inhibitor
14	CCN(CC)CCN1C(=O)c2oc3ccccc3c(=O)c2C1c1ccc(C)cc1 (centres undefined)	-1.2	-6	-4	-4.8	0
15	COc1cc(NC2=CC(=O)CC(C)(C)C2)cc(OC)c1	-0.3	-4	1	1.1	-6
16	Cc1cccc(NC(=O)Cn2c(=O)n(Cc3ccccc3)c(=O)c3c(C)c(C)sc32)c1	-0.2	-2	0	3.1	-14
17	O=C(N[C@H](C(=O)O)c1ccccc1)C1CCC(Cn2cnc3ccccc3c2=O)CC1 (some centres undefined)	0.6	-2	3	-1.2	-9
18	O=C(N/N=C/C(Br)=C/c1ccccc1)c1ccccc1F	-0.9	-16	-33	-0.3	5
19	COc1ccc2c(c1OC)C(=O)OC2Nc1ncccc1C (centres undefined)	-0.9	-7	-3	0.7	2
20	O=C(Nc1nnc(CCc2ccccc2)s1)C1CCCO1 (centres undefined)	-0.2	-3	43*	-1.1	-5
21	Cc1nn(Cc2ccc(Cl)c(Cl)c2)c(C)c1NC(=O)c1cc(CC(C)C)on1	-0.9	-2	6	1.1	3
22	CC1CCCN(S(=O)(=O)c2ccc(C(=O)Nc3nnc(-c4ccncc4)o3)cc2)C1 (centres undefined)	-0.7	3	9	-0.4	-3
23	CCOC(=O)Cn1c(=O)c(C#N)cn(C(C)C)c1=O	-0.4	-4	-1	-2.0	-27
24	CC(=O)N1CCc2cc(S(=O)(=O)CCC(=O)O)ccc21	-1.5	-4	-2	-2.0	-5
25	O=C1CN(C(=O)c2c(F)cccc2F)C(c2ccc(F)cc2)c2cc(F)ccc2N1 (centres undefined)	0.0	-2	2	0.7	-11
26	COCCNC(=O)C1CCCN(C(=O)c2cc(C)n(C(C)(C)C)n2)CC1 (centres undefined)	-0.3	-7	-9	2.6	.
27	COC(=O)c1ccc(-n2c(C)cc(C(=O)CSc3ccc(NC(C)=O)cc3)c2C)cc1	0.1	-3	0	1.0	-7
28	Cn1nnc(NCc2cc(Br)ccc2OCc2cccs2)n1	20*	-3	-6	0.6	7
29	Cc1cc(C)cc(-n2ncc3c2CCCC3NC(=O)c2cc(C)[nH]n2)c1 (centres undefined)	-0.4	-8	1	-0.9	-6
30	COc1cccc(/C=N/NC(=O)c2cc3c(OC)ccc(OC)c3[nH]2)c1O	-0.2	-3	11	1.3	-24

#	MsrA inhibitor	CendR NRP1 mod	eLon inh	STEP inh	DNMT1 block
14	0.0	4	5	0	3
15	1.2	-6	-4	-2	2
16	-0.2	-10	-15	-2	6
17	-0.2	-9	6	-3	-1
18	3.0	-1	-1	-5	-1
19	-0.5	-4	-5	0	-1
20	-0.1	-8	3	2	2
21	0.2	1	-3	-4	-8
22	2.4	-8	-1	4	0
23	-1.8	4	1	0	2
24	0.8	2	-5	-1	2
25	0.1	16	-2	-3	-1
26	0.1	-3	-11	-2	0
27	0.9	-6	2	3	-9
28	0.4	-7	-4	2	0
29	-0.1	-8	-4	2	-2
30	2.8	-15	-7	0	-6

Sorted by the number under Scp-1 inhibitor (rising): six of the compounds above
#	Structure	TbMetRS inhib	MsrA act	SUMO1 PPI mod	LMPTP inh	Scp-1 inhibitor
23	CCOC(=O)Cn1c(=O)c(C#N)cn(C(C)C)c1=O	-0.4	-4	-1	-2.0	-27
16	Cc1cccc(NC(=O)Cn2c(=O)n(Cc3ccccc3)c(=O)c3c(C)c(C)sc32)c1	-0.2	-2	0	3.1	-14
17	O=C(N[C@H](C(=O)O)c1ccccc1)C1CCC(Cn2cnc3ccccc3c2=O)CC1 (some centres undefined)	0.6	-2	3	-1.2	-9
29	Cc1cc(C)cc(-n2ncc3c2CCCC3NC(=O)c2cc(C)[nH]n2)c1 (centres undefined)	-0.4	-8	1	-0.9	-6
20	O=C(Nc1nnc(CCc2ccccc2)s1)C1CCCO1 (centres undefined)	-0.2	-3	43*	-1.1	-5
19	COc1ccc2c(c1OC)C(=O)OC2Nc1ncccc1C (centres undefined)	-0.9	-7	-3	0.7	2

#	MsrA inhibitor	CendR NRP1 mod	eLon inh	STEP inh	DNMT1 block
23	-1.8	4	1	0	2
16	-0.2	-10	-15	-2	6
17	-0.2	-9	6	-3	-1
29	-0.1	-8	-4	2	-2
20	-0.1	-8	3	2	2
19	-0.5	-4	-5	0	-1

Remaining list, next part:
#	Structure	TbMetRS inhib	MsrA act	SUMO1 PPI mod	LMPTP inh	Scp-1 inhibitor
31	O=c1c(O)c(-c2cccs2)oc2ccccc12	-0.2	-1	-28	2.2	-16
32	CC(NC(=O)CCC1COc2ccccc2O1)c1ccccc1 (centres undefined)	-0.5	6	2	-2.0	-6
33	C=CCN1CCN(C(=O)c2oc3ccccc3c2C)CC1	-0.4	-1	1	-0.1	0
34	Cc1nn2cc(-c3cccc(Cl)c3)cnc2c1Cl	-0.7	-1	-9	1.2	-6
35	CC(=O)NC(C)C(=O)OCC(=O)Nc1ccc(Br)cc1 (centres undefined)	1.4	-3	-4	0.2	3
36	CCOc1ccccc1CN1CCN(Cc2cc(=O)c3ccccc3[nH]2)CC1CCO (centres undefined)	-0.2	-3	3	2.3	-1
37	CCOC(=O)[C@]12CCCC=C1N(CCC1=CCCCC1)C(=O)[C@H](CC(=O)NCC13CC4CC(CC(C4)C1)C3)C2	-0.6	.	-2	5.0	.
38	CC(CC(=O)NCc1ccc(Cl)cc1)S(=O)(=O)c1ccc2c(c1)NC(=O)CO2 (centres undefined)	2.1	-4	-7	-0.7	3
39	CC(Cc1c[nH]c2ccccc12)C(=O)O (centres undefined)	-0.7	-2	-2	-0.3	66*
40	Cc1cc(CNC(=O)c2ccc(C)c([N+](=O)[O-])c2)c2ccccc2n1	-0.5	-1	-21	-0.1	-3
41	CCCCNC(=O)N1CCCC(N(C)CCc2ccc(OC)c(OC)c2)C1 (centres undefined)	0.3	0	1	-1.3	-4

#	MsrA inhibitor	CendR NRP1 mod	eLon inh	STEP inh	DNMT1 block
31	2.0	-34	-20	-3	14
32	-0.3	4	-2	-2	1
33	1.4	8	0	-1	47
34	-0.4	4	-6	4	3
35	-0.7	-2	1	-5	-2
36	1.3	-2	0	5	-3
37	3.1	22*	.	.	.
38	0.2	-3	-5	-3	1
39	0.6	-15	-1	5	73*
40	0.4	-8	8	1	0
41	-1.1	-2	-11	1	0
